V1R ag counter: V1a receptor agonism, counter-screen for OXTR agonists; P37288; CHO-V1R cells, Fluo-8 calcium fluorescence, agonist mode; 0% DMSO, 100% 3 nM vasopressin; activation, % at 3 µM; hit rate 0.25% among 320,000; AID 2797;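 active means activation above the mean activation of all tested compounds plus 3 SD, per screening run, cut at about 20% in these data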;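 further: signal is peak over basal fluorescence ratio across a 100 second FLIPR read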
Target sequence (P37288 whole entry, looked up): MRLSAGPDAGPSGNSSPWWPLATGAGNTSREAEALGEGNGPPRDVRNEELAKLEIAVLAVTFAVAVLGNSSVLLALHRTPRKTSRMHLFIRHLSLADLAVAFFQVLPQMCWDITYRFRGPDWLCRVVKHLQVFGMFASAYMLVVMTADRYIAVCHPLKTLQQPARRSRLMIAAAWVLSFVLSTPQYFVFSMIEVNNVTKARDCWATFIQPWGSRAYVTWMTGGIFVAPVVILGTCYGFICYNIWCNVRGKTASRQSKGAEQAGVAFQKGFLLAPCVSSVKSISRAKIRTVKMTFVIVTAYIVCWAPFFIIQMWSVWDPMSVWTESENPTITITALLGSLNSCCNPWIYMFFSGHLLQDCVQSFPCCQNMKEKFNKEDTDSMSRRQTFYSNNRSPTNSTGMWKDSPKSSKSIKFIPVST
TAAR1 antag: antagonists of human TAAR1; inhibition, % at 3 µM; CHO RD-HGA16 TAAR1, Fluo-8 calcium fluorescence, antagonist; hit rate 1.5% among 360,000; Q96RJ0; AID 624466;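 active means inhibition above a per-plate cutoff, the mean inhibition of test compounds on that plate plus 3 SD, cut at about 49% in these data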;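 further: 0% = DMSO plus EC80 beta-PEA response and 100% = DMSO alone without agonist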
Target sequence (Q96RJ0 whole entry, looked up): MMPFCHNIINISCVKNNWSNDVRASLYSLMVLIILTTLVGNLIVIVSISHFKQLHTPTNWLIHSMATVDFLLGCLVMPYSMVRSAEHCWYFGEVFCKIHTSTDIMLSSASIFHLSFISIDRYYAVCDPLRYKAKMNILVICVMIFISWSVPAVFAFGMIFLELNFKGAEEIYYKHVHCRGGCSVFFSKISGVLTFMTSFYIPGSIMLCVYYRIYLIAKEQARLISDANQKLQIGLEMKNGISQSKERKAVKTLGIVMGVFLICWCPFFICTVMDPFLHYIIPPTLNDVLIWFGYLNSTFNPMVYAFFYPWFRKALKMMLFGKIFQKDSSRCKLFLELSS
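Test system: CHO RD-HGA16 cells bearing hTAAR1 | Reagent: β-PEA, EC80 | Compound dosing: 3 µM, single point | Schedule: Dye loading 75 min at 37 °C, then 30 min room temperature | Signal: Calcium fluorescence with Fluo-8 | Evaluation: Percent inhibition of PEA-evoked calcium signal, max/basal emission ratio | Control set: DMSO-only wells and EC80 β-PEA-stimulated wells | Repeats: Singlicate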
CHO parental Ca: signal in parental CHO cells, OX1R antagonist counter-screen; parental CHO-K1, ATP-induced calcium, Fluo-8 fluorescence; inhibition, % at 5.6 µM; hit rate 0.63% among 330,000;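 active means inhibition above that plate's mean sample inhibition plus 3 SD, cut at about 26% in these data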;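 further: 0% = ATP-challenged DMSO wells and 100% = DMSO wells without ATP; some compounds past the cut are filed as inactive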
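Test system: untransfected parental CHO cell line; also added: ATP stimulus; dosing: 5.6 µM, single dose; signal: calcium-sensitive Fluo-8 fluorescence; measure: percent inhibition of ATP-evoked calcium rise, normalized to controls; benchmarks: low control ATP plus DMSO, high control DMSO only; replication: one well per compound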
TAAR1 ag: agonists of human TAAR1; CHO RD-HGA16 TAAR1, Fluo-8 calcium fluorescence; vehicle wells 0%, saturating PEA agonist 100%; activation, % at 3 µM; Q96RJ0; AID 624467; hit rate 0.99% among 360,000;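 active means activation above the mean activation of all test compounds in the run plus 3 SD, cut at about 38% in these data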
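test system = CHO RD-HGA16 cells carrying human TAAR1 plus Gα16 | schedule = 17-24 h seeding, 75 min 37 °C dye, 30 min RT | compound dosing = 3 µM single concentration | control set = DMSO and PEA EC100 | replicates = n 1 | signal = Fluo-8 fluorescence, 5 s baseline then 140 s kinetic read | measure = percent activation vs PEA EC100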
OXTR potentiator: potentiators of human oxytocin receptor | P30559 | CHO-OTR cells, Fluo-8 calcium fluorescence, potentiator mode; 0% = oxytocin EC15, 100% = EC100 | activation, % at 3 µM | hit rate 0.061% among 320,000 | AID 2445;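 active means activation above that plate's cutoff, the mean activation of tested compounds plus 3 SD, cut at about 6.6% in these data, passing the limit was not always enough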;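 further: 100% uses oxytocin at 75 nM as the full agonist control; some results filed as inactive read as strong as hits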
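System: human OTR in CHO cells / Also added: sub-maximal oxytocin, roughly EC15 / Control set: EC15 oxytocin low, 75 nM oxytocin high / Schedule: 6 min compound pre-incubation at room temperature, 100 s kinetic read / Compound: single-point 3.0 µM / Replication: singlicate / Technique: Fluo-8 calcium dye fluorescence / Read-out basis: % activation of max/min ratio relative to oxytocin controls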
M1 PAM parental: nonselective activator or artifact in parental CHO-K1 calcium assay | AID 602247 | hit rate 0.02% among 360,000 | ATP EC20, Fluo-8 calcium fluorescence; 0% at ATP EC20, 100% at ATP max | activation, % at 3 µM;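 active means activation above the run cutoff, the mean activation of all test compounds plus 3 SD, cut at about 40% in these data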;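 further: peak over basal fluorescence ratio in a 140 s read after ATP addition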
CHO-K1 Ca antag: M1 antagonist counterscreen hit in parental CHO-K1 cells; ATP-induced calcium, Fluo-8 fluorescence; hit rate 0.6% among 360,000; inhibition, % at 3 µM;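 active means inhibition above a per-plate cutoff, the plate's mean sample inhibition plus 3 SD, cut at about 24% in these data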;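 further: 0% = DMSO plus EC80 ATP and 100% = DMSO alone without ATP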
M1 ag parental: nonselective activator or artifact in parental CHO-K1 cells; Fluo-8 calcium fluorescence; scaled to maximal ATP response, vehicle zero; activation, % at 3 µM; hit rate 0.48% among 360,000; in the data active means activation above about 15%;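 further: untransfected CHO-K1 host cells lacking M1 receptor as counterscreen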
M1 ag: activates human CHRM1 receptor; P11229; CHO-K1 hM1, Fluo-8 calcium fluorescence, agonist mode; 0% DMSO, 100% acetylcholine EC100; activation, % at 3 µM; hit rate 0.33% among 360,000; AID 588814;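 active means activation above the run's mean compound activation plus 3 SD, cut at about 16% in these data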;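 further: peak over basal fluorescence ratio within a 140 s kinetic read after compound addition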
Starred values were filed as active, the others as inactive; · = not tested or not shown.

SMILES	V1R ag counter	TAAR1 antag	CHO parental Ca	TAAR1 ag	OXTR potentiator	M1 PAM parental	CHO-K1 Ca antag	M1 ag parental	M1 ag
CCc1nnc(NC(=O)CSc2nnc(-c3ccc(S(=O)(=O)N(CC)CC)cc3)n2CC)s1	-0.5	2.0	-16.0	8.5	0.3	22.3	-10.2	2.3	-4.7
CCCC(=O)Nc1cc(OC)c(NC(=S)Nc2ccc(CC)cc2)cc1OC	·	-18.5	·	-0.3	·	-0.6	9.4	7.2	-4.9
Cc1ccccc1Cn1cc(S(=O)(=O)CC(=O)Nc2nccs2)c2ccccc21	2.9	38.0	4.3	12.9	-10.5	9.0	-7.1	8.0	0.7
OCCN1CCOCCN(CCO)CCN(CCO)CC1	-0.1	3.6	-14.6	3.0	-10.8	17.8	-9.7	0.3	-2.9
O=C(Nc1ccc2c(c1)OCCO2)c1c(F)c(F)c(F)c(F)c1F	1.5	-13.3	12.0	6.4	-15.5	15.1	-13.0	0.8	12.1
CNC(=O)c1c(NC(=O)CCS(=O)(=O)c2ccc(C)cc2)sc2c1CCN(C(=O)OC)C2	-0.5	-28.7	-24.7	2.0	-1.5	1.9	6.8	8.0	-2.9
O=C1NCCc2c1[nH]c1c(Cl)ccc(Cl)c21	0.7	-11.1	-15.2	11.9	-19.0	12.2	-6.5	-0.1	-4.1
O=C1c2ccccc2NC(c2cccc(O)c2)N1O (stereo unspecified)	0.2	-21.9	0.5	-0.2	1.4	-7.4	-1.8	0.7	0.3
O=C(Nc1nc2ccccc2[nH]1)c1cc2ccccc2o1	-0.1	3.1	-13.2	2.4	-9.0	13.1	-3.6	2.1	-4.9
CN=C1c2cc3cc(OC)ccc3n2CCN1Cc1ccccc1	·	2.3	·	8.4	·	-5.4	0.4	0.1	-5.4
N#Cc1ccccc1NC(=O)CSc1nnc(-c2ccccc2O)n1-c1ccccc1	0.0	22.4	-15.1	11.2	-3.0	23.7	1.0	4.3	-7.3
CC(=O)Nc1nonc1-c1ccccc1	0.6	-1.8	-6.0	-0.4	-4.1	-1.1	-1.2	0.0	-3.6
O=C1C(=O)N(CCN2CCOCC2)C(c2ccccn2)/C1=C(/O)c1ccc(Cl)cc1 (stereo unspecified)	0.9	-8.7	-6.7	14.9	-0.3	2.0	1.1	0.3	-0.9
CCOC(=O)N1CCN(c2c(Nc3ccc4c(c3)OCCO4)c(=O)c2=O)CC1	0.4	0.3	0.1	0.3	2.4	4.5	-1.2	-0.4	-1.2
COCCCNC(=O)CSc1nc2sc(C(=O)OC)c(C)c2c(=O)n1N	-0.5	-10.3	-11.4	0.2	-7.4	-17.3	6.9	-0.3	-1.3
CN(CC(=O)Nc1ccccc1Cl)C(=O)Cn1cnc2ccccc2c1=O	·	-41.6	·	4.6	·	12.0	-0.6	1.6	-2.1
COc1ccc(C(C)(C)C)cc1NC(=O)Cn1cnnn1	0.7	12.8	-7.6	2.4	-0.4	8.0	-13.2	0.8	-1.7
N#C/C(=C\c1ccc[nH]1)C(=O)N1CCCCC1	-0.2	-0.5	-10.6	2.6	1.3	8.0	-11.1	0.7	-3.4
Fc1ccc(CN2CCN3CCCC3C2C2CCCCC2)cc1F (stereo unspecified)	8.3	-2.1	-5.6	21.1	-9.7	0.5	-9.1	0.0	-4.2
CC1=C(C#N)C(c2ccccc2O)C(C#N)=C(C)N1	-0.2	-15.1	-3.7	5.8	-8.2	-1.9	1.4	0.2	-4.7
COc1c(C)cc(C(=O)C2CCCN(S(=O)(=O)N(C)C)C2)cc1C (stereo unspecified)	2.3	-8.1	-12.3	4.2	-10.8	-5.7	4.2	1.6	-2.8
O=C(OCc1ccccc1)c1c(-c2ccccc2)oc2c1C(OCCO)CCC2 (stereo unspecified)	·	-22.4	·	0.4	·	-0.4	-15.7	0.1	·
Cc1ccc(C(=S)NCS(=O)(=O)c2ccc(C)cc2)cc1	-1.1	13.0	2.0	16.4	2.0	13.8	-19.2	1.3	-8.5
COc1ccc(CCn2c(C)cc(C(=O)CSc3nc(N)cc(=O)[nH]3)c2C)cc1	1.5	51.3*	15.3	19.8	-3.2	8.6	-9.5	6.0	-6.9
CC1(C)CC(=O)C=C(NCCCNC2CCCCC2)C1	0.4	3.5	-8.6	12.4	-0.5	19.4	-13.4	0.4	-6.9
COc1ccc2nc(-c3ccccn3)ccc2c1	·	-30.7	·	5.7	·	-1.2	-1.0	-0.2	-3.1
Cn1c(CC(=O)Nc2ccccc2)cc2ccccc21	-0.6	17.2	7.5	-0.9	-5.0	7.2	-8.1	0.4	0.3
Cc1ccc(C)c(Oc2nnnn2-c2ccccc2)c1	-2.3	-13.0	-9.3	-2.4	-8.4	8.2	-6.7	-0.1	-4.3
Cc1cc(C)nc(NC(=O)c2csnn2)c1	0.8	-3.2	-16.8	1.8	-16.0	23.5	-6.3	0.9	-7.0
O=C(O)CC(CC(=O)Nc1ccc(-n2ccc(C(F)(F)F)n2)cc1)c1ccccc1 (stereo unspecified)	-1.9	-8.6	0.0	10.8	-6.2	-11.4	-3.3	0.0	-3.2
N=C1C(c2nc(-c3cccc([N+](=O)[O-])c3)cs2)=C(O)CN1NC(=O)c1ccco1	0.7	-7.2	-5.7	3.3	-5.2	2.7	19.8	-0.6	1.1
CCOC(=O)CNC(=O)CN1C(=O)CC(c2ccco2)Sc2ccccc21 (stereo unspecified)	-1.0	5.5	-4.2	-0.8	-0.4	-8.2	-3.5	2.5	-5.6
CC(C)C[C@H]1CNC(=O)C(=O)N1C[C@@H]1CCCN1C[C@H](Cc1ccc(O)cc1)N1C[C@H](Cc2ccccc2)N(CC2CCCCC2)C(=O)C1=O	·	8.5	·	0.3	·	-3.7	2.9	1.0	·
O=C(NC(=S)Nc1ccc(N2CCOCC2)c(Cl)c1)c1cncc(Br)c1	5.4	-0.1	-31.4	4.4	-12.2	-4.1	1.1	1.8	-3.5
Cc1ccc(SCCC(=O)NC2CC2)cc1	0.0	7.9	-5.2	-0.3	4.3	17.9	-2.7	-0.2	-3.7
Cc1ccc(S(=O)(=O)NCCCNS(C)(=O)=O)cc1	0.0	-13.8	-9.5	7.7	-5.0	16.6	-14.1	0.5	-2.1
COC(=O)c1cc(S(=O)(=O)NCCN2CCOCC2)cn1C	0.6	-18.7	12.8	0.2	2.6	-6.5	13.5	6.5	2.3
N#Cc1ccccc1OCC(=O)NC(=O)NCc1ccco1	-0.2	-24.7	-12.9	2.4	-0.4	18.7	-6.7	1.1	-2.1
COc1ccc(NC(=O)C[C@H]2C(=O)N(c3ccccc3)C[C@@H]2C)cc1	·	7.7	·	2.2	·	-7.8	2.8	1.4	0.5
CCCNC(=O)C1CC(=O)N(c2ccc(OCc3ccc(Cl)cc3)cc2)C1 (stereo unspecified)	10.8	17.6	10.5	6.0	-17.6	-12.5	8.2	6.2	-0.4
N#CC(C#N)=C/C(C#N)=C(/N)N1CCN(c2ccc(Cl)cc2)CC1	6.5	28.5	10.2	30.0	-10.3	17.6	-6.0	5.9	-1.2
Cc1nnc(SCC(=O)Nc2c(Cl)cccc2Cl)n(N)c1=O	-0.1	-30.8	0.1	0.4	-4.6	-16.4	9.0	-0.3	3.0
CC(C)CC1OC(C(C)C)Cc2[nH]c(=S)[nH]c(=O)c21 (stereo unspecified)	·	2.3	·	3.1	·	20.1	-14.6	1.0	·
CSc1nc2ncc(C#N)cn2n1	0.6	-5.7	7.7	4.1	-11.3	12.4	-2.5	0.3	-4.0
CC(=O)c1sc(N/N=C\c2cccc(Br)c2)nc1C	0.3	41.5	-27.4	2.8	-9.9	17.1	6.1	16.9*	-11.4
Cc1[nH]c2ccc(CNS(=O)(=O)c3ccc(S(=O)(=O)N4CCOCC4)cc3)cc2c1C	7.8	-7.0	-4.9	4.5	-2.9	8.5	2.0	0.5	-8.5
COc1ccc(OC)c(S(=O)(=O)Nc2ccccc2SC)c1	-0.3	-11.1	4.9	-0.1	3.6	12.4	4.9	0.2	-4.0
CCCN1C(=O)c2cc(C(=O)Nc3ccccc3CC)ccc2C1O (stereo unspecified)	0.1	-6.7	1.4	1.7	-7.7	10.2	6.2	0.7	-1.1
CCCCC(=O)NC(=S)Nc1ccc(Cl)c(C(=O)O)c1	0.6	5.8	3.2	-0.9	-2.2	-4.8	9.8	0.1	-7.5
COc1ccc(S(=O)(=O)N[C@H](C(=O)O)C(C)C)cc1	-0.1	2.8	-8.1	3.1	-4.1	12.4	-3.1	0.2	-0.5
Fc1cccc(-n2cc(-c3ccccc3)c3c(=S)nc[nH]c32)c1	0.0	21.9	-17.8	2.9	-8.3	-3.1	-1.4	3.1	-1.5
COc1ccc(Cn2c(O)c(C=Nc3ccc(OC)cc3)c3ccccc3c2=O)cc1	0.9	-15.4	-8.3	1.5	1.2	12.3	-7.8	0.7	-4.0
COc1ccccc1C(=O)O[C@H]1[C@H](Cc2ccccc2)NS(=O)(=O)[C@H]2C[C@@H]3C=C[C@]12O3	1.1	3.1	-1.0	0.6	-1.8	-10.3	-4.5	-0.2	-3.8

Entries shown so far containing a COOH group (3):
SMILES	V1R ag counter	TAAR1 antag	CHO parental Ca	TAAR1 ag	OXTR potentiator	M1 PAM parental	CHO-K1 Ca antag	M1 ag parental	M1 ag
O=C(O)CC(CC(=O)Nc1ccc(-n2ccc(C(F)(F)F)n2)cc1)c1ccccc1 (stereo unspecified)	-1.9	-8.6	0.0	10.8	-6.2	-11.4	-3.3	0.0	-3.2
CCCCC(=O)NC(=S)Nc1ccc(Cl)c(C(=O)O)c1	0.6	5.8	3.2	-0.9	-2.2	-4.8	9.8	0.1	-7.5
COc1ccc(S(=O)(=O)N[C@H](C(=O)O)C(C)C)cc1	-0.1	2.8	-8.1	3.1	-4.1	12.4	-3.1	0.2	-0.5

5 entries from above, ordered by the value under TAAR1 antag, rising:
compound,TAAR1 antag
Cc1nnc(SCC(=O)Nc2c(Cl)cccc2Cl)n(N)c1=O,-30.8
CC(C)CC1OC(C(C)C)Cc2[nH]c(=S)[nH]c(=O)c21 (stereo unspecified),2.3
COc1ccc(S(=O)(=O)N[C@H](C(=O)O)C(C)C)cc1,2.8
COc1ccccc1C(=O)O[C@H]1[C@H](Cc2ccccc2)NS(=O)(=O)[C@H]2C[C@@H]3C=C[C@]12O3,3.1
N#CC(C#N)=C/C(C#N)=C(/N)N1CCN(c2ccc(Cl)cc2)CC1,28.5

Source: PubChem BioAssay
